Source: PubChem BioAssay
CHO-K1 Ca antag: nonselective inhibitor or artifact in parental CHO-K1 cells. inhibition, % at 3 µM. 360,000 compounds, 0.6% hits. ATP-induced calcium, Fluo-8 fluorescence. AID 602250;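 active means inhibition above a per-plate cutoff, the plate's mean sample inhibition plus 3 SD, cut at about 24% in these data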;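 further: 0% = DMSO plus EC80 ATP and 100% = DMSO alone without ATP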
M4 antag: CHRM4 antagonism in calcium assay. P08173. CHO-hM4 cells, ACh EC80, Fluo-8 calcium fluorescence. inhibition, % at 3 µM. 360,000 compounds, 0.73% hits. AID 624125;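 active means inhibition above its plate's cutoff, the mean inhibition of sample wells plus 3 SD, cut at about 27% in these data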;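 further: 0% = acetylcholine EC80 with DMSO and 100% = DMSO without agonist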
Target sequence (P08173 whole entry, looked up): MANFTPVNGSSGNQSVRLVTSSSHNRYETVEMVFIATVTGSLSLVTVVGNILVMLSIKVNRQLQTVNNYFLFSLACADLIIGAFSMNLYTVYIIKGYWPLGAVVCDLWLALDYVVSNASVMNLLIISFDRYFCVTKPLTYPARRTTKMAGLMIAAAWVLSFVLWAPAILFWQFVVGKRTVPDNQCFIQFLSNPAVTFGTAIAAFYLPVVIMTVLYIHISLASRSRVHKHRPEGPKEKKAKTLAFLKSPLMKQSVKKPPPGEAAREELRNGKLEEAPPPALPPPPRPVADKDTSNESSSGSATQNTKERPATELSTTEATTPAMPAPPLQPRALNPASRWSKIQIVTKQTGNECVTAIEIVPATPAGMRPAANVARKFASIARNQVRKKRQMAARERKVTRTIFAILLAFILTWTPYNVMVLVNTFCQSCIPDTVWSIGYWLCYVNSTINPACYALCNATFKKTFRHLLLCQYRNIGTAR
M5 antag: CHRM5 antagonism in calcium assay | P08912 | CHO-hM5 cells, Fluo-8 calcium fluorescence, ACh EC80 | inhibition, % at 3 µM | 360,000 compounds, 0.59% hits | AID 624040;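 active means inhibition above a per-plate cutoff, the mean of that plate's test compounds plus 3 SD, cut at about 27% in these data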;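 further: 0% = acetylcholine EC80 with DMSO and 100% = DMSO without agonist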
Target sequence (P08912 whole entry, looked up): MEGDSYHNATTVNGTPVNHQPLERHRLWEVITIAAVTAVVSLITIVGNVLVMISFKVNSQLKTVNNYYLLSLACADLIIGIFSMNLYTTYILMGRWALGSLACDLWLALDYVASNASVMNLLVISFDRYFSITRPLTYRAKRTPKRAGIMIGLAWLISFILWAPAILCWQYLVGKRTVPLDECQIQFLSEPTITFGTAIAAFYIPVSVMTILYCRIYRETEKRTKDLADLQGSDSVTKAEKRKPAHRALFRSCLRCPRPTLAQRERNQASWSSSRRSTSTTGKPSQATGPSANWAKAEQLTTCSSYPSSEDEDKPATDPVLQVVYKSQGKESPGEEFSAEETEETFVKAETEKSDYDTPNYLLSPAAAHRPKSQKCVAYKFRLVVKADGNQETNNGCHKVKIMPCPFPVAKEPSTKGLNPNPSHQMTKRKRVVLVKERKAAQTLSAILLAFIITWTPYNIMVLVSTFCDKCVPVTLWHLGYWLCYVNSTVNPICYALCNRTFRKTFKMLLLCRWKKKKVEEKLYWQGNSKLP
M4 ag: agonists of human muscarinic M4 receptor (CHRM4); 360,000 compounds, 0.14% hits; P08173; activation, % at 3 µM; CHO-K1 hM4/Gqi5, Fluo-8 calcium fluorescence; vehicle 0%, full acetylcholine response 100%;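 active means activation above the run mean over all test wells plus 3 SD, cut at about 32% in these data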;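 further: peak over basal fluorescence ratio per well then scaled between controls; 0% = DMSO wells and 100% = acetylcholine at EC100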
CHRM5 PAM: CHRM5 positive allosteric modulation | P08912 | CHO-K1 hM5, Fluo-8 calcium, ACh EC20 PAM; 0% = ACh EC20, 100% = ACh EC100 | activation, % at 3 µM | 360,000 compounds, 0.3% hits | AID 624038;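 active means activation above the run cutoff, the mean activation of all test compounds plus 3 SD, cut at about 18% in these data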
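Replicates: One well per compound, no replicates | System: Human M5 receptor in CHO-K1 cells | Benchmarks: Low control EC20 acetylcholine (0%), high control EC100 acetylcholine (100%) | Probe or stimulus: Acetylcholine, EC20 level | Times: Fluo-8 loading 80 min at 37 °C plus 30 min room temperature | Signal: Intracellular calcium via Fluo-8 fluorescence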
M4 PAM: positive allosteric modulators of human muscarinic M4 receptor; 360,000 compounds, 0.4% hits; AID 624126; CHO-K1 hM4/Gqi5, Fluo-8 calcium fluorescence, ACh EC20; 0% = ACh EC20, 100% = maximal ACh; activation, % at 3 µM;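 active means activation above its plate's cutoff, the mean activation of sample wells plus 3 SD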; further: some results filed as inactive read as strong as hits
CHRM5 agonist: CHRM5 agonism in calcium assay; CHO-K1 hM5 cells, Fluo-8 calcium fluorescence; 0% DMSO wells, 100% maximal acetylcholine response; 360,000 compounds, 0.19% hits; activation, % at 3 µM; AID 624037;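 active means activation above the run's mean over test compounds plus 3 SD, cut at about 23% in these data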;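 further: signal is peak over basal fluorescence ratio across the kinetic read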
M1 PAM parental: nonselective activator or artifact in parental CHO-K1 calcium assay; ATP EC20, Fluo-8 calcium fluorescence; 0% at ATP EC20, 100% at ATP max; 360,000 compounds, 0.02% hits; AID 602247; activation, % at 3 µM;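 active means activation above the run cutoff, the mean activation of all test compounds plus 3 SD, cut at about 40% in these data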;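 further: peak over basal fluorescence ratio in a 140 s read after ATP addition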
CHO-K1 Ca ag: counter-screen for M1 agonists: effect in parental CHO-K1 cells; Fluo-8 calcium fluorescence; scaled to maximal ATP response, vehicle zero; activation, % at 3 µM; 360,000 compounds, 0.48% hits; in the data active means activation above about 15%;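 further: untransfected CHO-K1 host cells lacking M1 receptor as counterscreen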
Active calls of the source: *.

[1] CC(C)CN1CCC(=O)N(CCSc2ccc(Br)cc2)CC1
[2] CCOC(=O)CSc1nnc(COc2ccc3ccccc3c2)o1
[3] CC1(C)C(C#N)=C(N)OC2=C1C(=O)CCC2
[4] Cc1ccc(C2CC(c3ccccc3C)n3nc(N)nc3N2)cc1 (centres undefined)
[5] O=C(C#Cc1ccccc1)Nc1ccccc1F
[6] O=C(c1cccc(N2C(=O)C3C4C=CC(C4)C3C2=O)c1)N1CCN(c2ccccc2F)CC1 (centres undefined)
Assay by compound	1	2	3	4	5	6
CHO-K1 Ca antag	-17	-12	-23	-4	-11	1
M4 antag	-8	-6	-11	-1	4	-6
M5 antag	6	5	-11	0	8	0
M4 ag	1	7	2	2	0	5
CHRM5 PAM	2	7	2	-5	1	0
M4 PAM	4	2	5	0	6	4
CHRM5 agonist	-7	0	2	4	1	5
M1 PAM parental	11	21	0	10	19	4
CHO-K1 Ca ag	1.9	3.4	0.2	0.2	0.5	13

[7] CCOCCCNC(=O)c1ccc2c(c1)ncn2-c1ccc(C)cc1C
[8] Cc1cccc(OCC2Cn3c(nc4c3c(=O)[nH]c(=O)n4C)O2)c1 (centres undefined)
[9] CC(C)C(=O)Nc1nnc(NC(=S)Nc2ccccc2)s1
[10] Cc1cc(=O)n2nc(N3CCC(C(=O)NCc4cccnc4)CC3)sc2n1
[11] CC(O)CNC(=O)C1CCN(Cc2ccc(OCc3ccccc3)cc2)CC1 (centres undefined)
[12] CCN1C(c2ccc(F)cc2)=CS/C1=C(\C#N)c1nnc2n1-c1ccccc1SC2
Assay by compound	7	8	9	10	11	12
CHO-K1 Ca antag	-6	-8	-2	9	-10	0
M4 antag	-9	-4	3	8	-6	11
M5 antag	9	3	6	6	0	24
M4 ag	0	2	1	5	2	8
CHRM5 PAM	1	1	2	-10	-2	-12
M4 PAM	-1	-3	5	-5	7	-17
CHRM5 agonist	-5	2	-1	-2	-5	-3
M1 PAM parental	10	22	10	0	23	19
CHO-K1 Ca ag	1.3	5.0	19*	1.1	0.4	6.4

[13] CCn1cc([N+](=O)[O-])c(C(=O)NCc2ccc3c(c2)OCO3)n1
[14] Cc1cc(-c2nnc(SCC(=O)Nc3ccc(Br)cc3F)n2N)n[nH]1
[15] O=c1nccc(N/N=C/c2ccccc2O)[nH]1
[16] Cn1nccc1NC(=O)CC1(CC(=O)O)CCCCC1
[17] COc1ccc(CC(=O)Nc2ccc(F)c(S(=O)(=O)N3CCOCC3)c2)cc1
[18] O=C(CSc1ccc(-c2ccccn2)nn1)NC1CCCCC1
Assay by compound	13	14	15	16	17	18
CHO-K1 Ca antag	-19	-16	-20	-2	-9	-12
M4 antag	1	12	-11	-7	15	5
M5 antag	3	9	6	-12	10	7
M4 ag	1	1	1	1	2	3
CHRM5 PAM	6	-2	0	17	0	2
M4 PAM	0	-3	1	-2	10	5
CHRM5 agonist	-3	-2	-1	6	-1	1
M1 PAM parental	14	-2	18	12	-6	15
CHO-K1 Ca ag	1.2	0.5	0.4	0.5	0.5	4.2

[19] COc1ccc(N(C(=O)CNC(=O)c2cccs2)C(C(=O)NCC2CCCO2)c2ccccc2)cc1OC (centres undefined)
[20] CN1CCN(S(=O)(=O)c2cccc3nsnc23)CC1
[21] CCOC(=O)CSC1=C(C#N)C(c2ccccc2OCC)C(C(=O)OCC)C(=O)N1 (centres undefined)
[22] O=C(O)CN(c1ccc2c(c1)OCCO2)S(=O)(=O)c1ccccc1
[23] COc1ccccc1C(=O)N(Cc1ccccc1)c1ccc(C)cc1
[24] CC1(C)OC(=O)C(C(c2ccccc2)C(C#N)C(N)=O)=C(O)O1 (centres undefined)
Assay by compound	19	20	21	22	23	24
CHO-K1 Ca antag	16	3	1	-1	-5	16
M4 antag	-7	9	5	-7	7	6
M5 antag	-9	10	-9	-2	2	-1
M4 ag	11	0	0	1	-1	1
CHRM5 PAM	-11	-5	-7	1	-2	5
M4 PAM	-6	-3	-3	0	-5	-4
CHRM5 agonist	0	-4	-10	-4	-7	0
M1 PAM parental	5	-6	-4	18	-5	-7
CHO-K1 Ca ag	3.1	0.8	0.1	0.5	-1.0	0.0

[25] C=C(C)Cn1c(COc2ccccc2)nnc1SCC(=O)O
[26] Cc1ccc2nc(Cl)c(/C=N/n3c(C)nnc3C)cc2c1
[27] O=c1c(-c2ccccc2)coc2cc(O)ccc12
[28] COc1ccc(/C=N/NC(=O)C(C)n2cnc3ccccc3c2=O)cc1 (centres undefined)
[29] Cc1cccc(C(=O)Nc2ccc(NC(=O)CN3CCOCC3)cc2)c1
[30] Cn1nnnc1N=N/C(=N/Nc1ccccc1)c1ccccc1
Assay by compound	25	26	27	28	29	30
CHO-K1 Ca antag	18	-8	8	-2	-15	-8
M4 antag	2	-4	-17	5	4	4
M5 antag	-1	8	6	6	1	11
M4 ag	0	2	3	0	1	1
CHRM5 PAM	4	7	-5	-4	0	1
M4 PAM	-1	16	16	-3	-3	-2
CHRM5 agonist	0	2	5	-1	-1	-1
M1 PAM parental	-8	6	-13	6	-18	16
CHO-K1 Ca ag	-0.3	0.9	0.1	0.2	0.6	1.0

[31] COc1cccc(/C=C2\Oc3ccc(O)cc3C2=O)c1O
[32] COc1ccc2c(c1)CCc1c-2n[nH]c1C(=O)NCCC(C)C
[33] CC1CCC2(CC1)C(Nc1cccc(Cl)c1)=NC(=S)N2CC#N (centres undefined)
[34] CN1CCN(Cc2nc3cc(NC(=O)COc4ccc([N+](=O)[O-])cc4)ccc3n2C)CC1
[35] CCC(=O)N1CCc2cc(S(=O)(=O)CCC(=O)NCc3ccc4c(c3)OCO4)ccc21
[36] CN(Cc1ccccc1)C(=O)c1cccc(NC(=O)Cc2ccc(NC(=O)C3CCN(S(=O)(=O)c4cccc([N+](=O)[O-])c4)CC3)cc2)c1
Assay by compound	31	32	33	34	35	36
CHO-K1 Ca antag	-9	6	-6	-3	-5	-16
M4 antag	0	-5	-13	-1	0	0
M5 antag	9	12	-2	2	3	10
M4 ag	3	2	-2	1	1	0
CHRM5 PAM	-4	-2	-30	0	2	-3
M4 PAM	1	-3	-1	9	-2	-1
CHRM5 agonist	-2	-4	-12	-5	-7	-1
M1 PAM parental	-3	-11	10	1	19	14
CHO-K1 Ca ag	0.9	0.5	0.3	0.1	0.0	0.1

[37] COc1ccc(Cn2c(=O)[nH]c3cc(OC)c(OC)cc3c2=O)cc1
[38] COc1ccc(CNC(=O)CSC(=S)N2CCCC2)cc1
[39] O=C(COC(=O)c1cc(S(=O)(=O)N2CCCC2)ccc1O)Nc1ccccc1Br
[40] CCN1CCN(C(=O)c2ccc3nc(-c4ccccc4)c(-c4ccccc4)nc3c2)CC1
[41] C=CC[C@H](CC(=O)N(CCO)Cc1ccccc1)C(=O)N[C@H](COC(=O)[C@@H](CC=C)CC(=O)OC(C)(C)C)Cc1c[nH]c2ccccc12
[42] CSc1cc(-c2ccccc2)n(Cc2c(Cl)cccc2Cl)c(=O)c1C#N
Assay by compound	37	38	39	40	41	42
CHO-K1 Ca antag	-4	-10	-17	-6	2	3
M4 antag	4	-9	0	-6	27*	7
M5 antag	14	3	1	4	14	5
M4 ag	20	-1	0	3	14	2
CHRM5 PAM	-13	-4	1	-10	-21	1
M4 PAM	-7	13	6	-7	-4	16
CHRM5 agonist	2	-3	0	-8	4	0
M1 PAM parental	4	15	7	-4	10	10
CHO-K1 Ca ag	5.9	0.2	0.1	1.3	1.8	1.9

In the list so far, these have a cyano group.
[3] CC1(C)C(C#N)=C(N)OC2=C1C(=O)CCC2
[12] CCN1C(c2ccc(F)cc2)=CS/C1=C(\C#N)c1nnc2n1-c1ccccc1SC2
[21] CCOC(=O)CSC1=C(C#N)C(c2ccccc2OCC)C(C(=O)OCC)C(=O)N1 (centres undefined)
[24] CC1(C)OC(=O)C(C(c2ccccc2)C(C#N)C(N)=O)=C(O)O1 (centres undefined)
[33] CC1CCC2(CC1)C(Nc1cccc(Cl)c1)=NC(=S)N2CC#N (centres undefined)
[42] CSc1cc(-c2ccccc2)n(Cc2c(Cl)cccc2Cl)c(=O)c1C#N
Assay by compound	3	12	21	24	33	42
CHO-K1 Ca antag	-23	0	1	16	-6	3
M4 antag	-11	11	5	6	-13	7
M5 antag	-11	24	-9	-1	-2	5
M4 ag	2	8	0	1	-2	2
CHRM5 PAM	2	-12	-7	5	-30	1
M4 PAM	5	-17	-3	-4	-1	16
CHRM5 agonist	2	-3	-10	0	-12	0
M1 PAM parental	0	19	-4	-7	10	10
CHO-K1 Ca ag	0.2	6.4	0.1	0.0	0.3	1.9

Other structures.
[43] Cc1ccc(-c2nnn(CC(=O)N(CC(=O)NCC3CCCO3)c3ccc(F)c(Cl)c3)n2)o1 (centres undefined)
[44] Cn1ncc(C#N)c1/N=C/N1CCCCC1
[45] O=S(=O)(c1ccc(OCC(O)CN2CCc3ccccc3C2)cc1)N1CCOCC1 (centres undefined)
[46] O=C(CCN1CCN(Cc2ccccc2)CC1)NNC(=O)Nc1cccc(C(F)(F)F)c1
[47] COC(=O)c1c(NC(NC(=O)c2ccccc2)(C(F)(F)F)C(F)(F)F)sc2c1CCN(C)C2
[48] COc1ccc(CC(=O)OCC(=O)NNC(=O)c2ccccc2)cc1
Assay by compound	43	44	45	46	47	48
CHO-K1 Ca antag	-11	8	15	2	-1	-10
M4 antag	0	-12	-4	-4	-7	-6
M5 antag	1	1	5	6	-2	-3
M4 ag	1	0	1	1	1	1
CHRM5 PAM	0	-1	-1	2	4	8
M4 PAM	-2	14	9	6	11	12
CHRM5 agonist	2	-7	-4	-3	-5	2
M1 PAM parental	-5	-3	-8	-9	5	2
CHO-K1 Ca ag	0.5	-0.1	0.0	0.8	0.5	0.2

[49] O=C(COC(=O)/C=C/c1ccc(OC(F)F)cc1)Nc1ccc(N2CCOCC2)cc1
[50] O=C(O)c1cc(O)ccc1NC(=O)C1CCCO1 (centres undefined)
[51] COc1cccc(CNC(=O)[C@@H]2CCCN2C(=O)[C@@H]2CCCN2C(=O)c2ccc(Cl)cc2)c1
[52] Cc1nnc(SCC(=O)N2CCN(c3ccccc3F)CC2)n1C1CC1
[53] O=C(Cc1ccc(Cl)cc1)Nc1nc2ccccc2[nH]1
[54] O=C(O)C/C(=C\c1cc(Br)cs1)c1nc2ccccc2o1
Assay by compound	49	50	51	52	53	54
CHO-K1 Ca antag	5	3	-7	10	-2	-16
M4 antag	-1	-5	4	8	12	3
M5 antag	6	-9	3	-4	2	5
M4 ag	1	1	1	2	0	2
CHRM5 PAM	5	14	2	6	4	-2
M4 PAM	-1	4	5	5	7	4
CHRM5 agonist	-2	9	-3	1	3	-1
M1 PAM parental	22	-10	7	-30	16	15
CHO-K1 Ca ag	1.4	0.1	-0.6	0.0	1.9	1.4

[55] COc1ccccc1-c1n[nH]c(=S)o1
[56] O=C(O)c1ccc(OCCn2ccnc2)cc1
[57] COc1ccc([N+](=O)[O-])cc1NC(=O)C1CCCO1 (centres undefined)
[58] O=C1c2cc(Cl)ccc2OC2(CCNCC2)C12CC(c1ccccc1)=NO2 (centres undefined)
[59] CCN(CC)C(=O)CCc1nnc(Cc2cccc(C(F)(F)F)c2)o1
Assay by compound	55	56	57	58	59
CHO-K1 Ca antag	-7	-5	8	-5	14
M4 antag	-4	-8	-3	8	-2
M5 antag	7	0	-3	8	4
M4 ag	1	1	1	9	0
CHRM5 PAM	-2	-4	-1	4	4
M4 PAM	8	-5	-3	11	-2
CHRM5 agonist	-1	2	1	5	-1
M1 PAM parental	8	7	-2	16	-7
CHO-K1 Ca ag	0.2	0.0	-0.3	2.7	-0.2
